# S2 tox – reduces viability in counter-screen for ATXN expression inhibitors | S2 cells (HEK-293 line with an ATXN2-luciferase reporter) viability, CellTiter-Fluor protease fluorescence, 24 h | AID 651635 | actives 0.49% (n = 400,000) | Potency, µM (series often up to 56.7 µM), usual class: cytotoxic; note: potency is the fitted concentration of half-maximal effect; nearly all actives have a fitted effect of over 40% in size
# HepG2 viability – kills HepG2 cells in TGF-b inhibitor counter-screen; actives 0.76% (n = 410,000); HepG2 CAGA-GFP viability, ATP luminescence, 18 h; Potency, µM (titrated, usually from 46.1 µM), inactives show at the highest dose activity change, negative = cytotoxicity, usual class: cytotoxic; note: potency is the fitted concentration of half-maximal effect; some results filed as inactive show a strong effect at the top dose
#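 CellTiter-Glo luminescence gave cytotoxicity after 18 hours at 37 degrees C. The cells were HepG2 CAGA-GFP in 1% FBS DMEM, stimulated with 500 pg/mL TGF-beta after compound addition. %Activity was normalised to no-cell wells (complete cell-killing) and DMSO (no toxicity), and curves were fitted and classified.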
# HT1080 IDH1KD tx – kills HT-1080 cells with IDH1 knockdown | actives 2% (n = 360,000) | AID 686971 | Potency, µM (titrated, usually from 46.1 µM), for the others: at the highest dose activity, negative = toxicity, hits mostly cytotoxic | HT-1080 IDH1 knockdown viability, ATP luminescence, 48 h;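 note: potency is the fitted concentration of half-maximal effect; 0% = DMSO wells and -100% = cell-free medium wells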
#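 CellTiter-Glo luminescence after 48 h compound exposure at 37 degrees C of IDH1-knockdown HT-1080 cells in 5% FBS RPMI. %Activity scaled between DMSO wells and cell-free media wells, with curves fitted and assigned curve classes.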
# ATXN2 expr inh – inhibitors of ATXN2 expression; HEK-293 ATXN2-luciferase reporter, luminescence, 24 h; actives 0.72% (n = 360,000); Potency, µM (highest dose often 57 µM), for inactives: at the top dose activity change, negative = inhibition, most hits filed as inhibitors; AID 1745845; note: potency is the fitted concentration of half-maximal effect; % is set by controls: 0 for no effect and ±100 for the full control effect; nearly all actives have a fitted effect of over 55% in size
#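 qHTS (up to 57 uM final) was run with 24 h compound exposure of reporter cells at 37 °C. Each well was multiplexed: SteadyGlo luminescence measured ATXN2-luciferase expression after a fluorogenic Gly-Phe-AFC viability readout (25 uM final).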
# KB-3-1 tox – KB-3-1 parental cell cytotoxicity | actives 1.4% (n = 400,000) | Potency, µM (highest dose often 46.1 µM), for the others: at the top dose activity change, negative = cytotoxic, actives largely listed as cytotoxic | AID 1347075 | KB-3-1 viability, CellTiter-Glo ATP luminescence, 72 h; note: potency is the fitted concentration of half-maximal effect; % is set by controls: 0 for no effect and ±100 for the full control effect; nearly all actives have a fitted effect of over 60% in size
#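 Parental KB-3-1 viability, qHTS format: 72 h compound exposure, 37 °C; CellTiter-Glo; media-only wells and DMSO plates as controls; concentration-effect fits on corrected data.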
# MCF10A rerep – induces DNA re-replication in MCF 10a normal breast cells | Potency, µM (series often up to 46.1 µM), inactives show at the highest dose activity, positive = re-replication, actives largely listed as activators | AID 624296 | actives 2.9% (n = 350,000) | MCF 10A DNA re-replication, Hoechst nuclear intensity, 48 h; note: potency is the fitted concentration of half-maximal effect; % of control where 0% means no effect; nearly all actives have a fitted effect of over 50% in size
# HT1080NT lethal – kills 2HG-producing HT-1080-NT fibrosarcoma cells | HT-1080-NT fibrosarcoma viability, CellTiter-Glo ATP luminescence, 48 h | Potency, µM (top dose mostly 46.1 µM), inactives show at the highest dose activity, negative = less viability, usual class: cytotoxic | actives 1.6% (n = 360,000) | AID 686970;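 note: NT is the 2HG producing partner of a matched IDH1 knockdown line; potency is the fitted concentration of half-maximal effect; 0% = DMSO-treated cells and -100% = media-only wells without cells; nearly all actives have a fitted effect of over 55% in size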
#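 Toxicity toward the 2HG-producing NT line was scored as %Activity, normalised to DMSO and no-cell wells, from CellTiter-Glo luminescence after 48 hours' treatment.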
# IL-1B inflam inh – blocks inflammasome-driven IL-1 beta release; THP-1 LPS/ATP IL-1B secretion, AlphaLISA, 16 h; hits give low values; activity change, % at 57.5 µM; actives 4.7% (n = 360,000); AID 743279; in the data active = activity change below about -50%; inconclusive = mostly about -30% to -49%; note: % is set by controls: 0 for no effect and ±100 for the full control effect
#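 THP-1 cells pretreated 1 hr with compounds (up to 57.5 uM final), then stimulated with LPS (250 ng/mL final) plus ATP (1.25 mM final); secreted IL-1B measured by AlphaLISA after 16 hr, decreased signal indicating inhibition.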
# SW480 rereplic – induces DNA re-replication in SW480 colon adenocarcinoma cells | SW480 DNA re-replication, Hoechst DNA content imaging, 48 h | Potency, µM (series often up to 46.1 µM), inactives show top-dose re-replication activation, usual class: activators | actives 1.8% (n = 340,000); note: potency is the fitted concentration of half-maximal effect; % of control where 0% means no effect; nearly all actives have a fitted effect of over 55% in size
#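 Per well, 250 cells were exposed to pinned compound for 48 hr. Nuclear DNA was visualised with Hoechst (40 min, 37 C) and total object intensity recorded by fluorescence scanning.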
# Starred values were filed as active, the others as inactive; i = inactive; ? = inconclusive; . = not tested or not shown; [ ] = dose if it differs, or a comment. Unless noted, calls come from the whole dose curve; as a rule, active = well fitted curve in the direction sought with a large enough effect; inconclusive = small, poorly fitted or top-dose-only effect, or another doubt; inactive = no such curve, though single readings can be large; an effect the other way counts as inactive or inconclusive.
SMILES,S2 tox,HepG2 viability,HT1080 IDH1KD tx,ATXN2 expr inh,KB-3-1 tox,MCF10A rerep,HT1080NT lethal,IL-1B inflam inh,SW480 rereplic
Cc1cccc(NC(=O)c2cc(NC(=O)C3CCCCC3C(=O)O)ccc2Cl)n1 (configuration not stated),i,-12%,1%,-9%,1%,2%,0%,33,-6%
O=C(O)CSCc1c(F)cccc1Cl,i,12%,-3%,0%,-25%,-5%,16%,5,-4%
COc1ccc(-c2cc3ccc(OC(C)C(=O)O)cc3oc2=O)cc1 (configuration not stated),.,-41%,-1%,-32%,19%,?,3%,23,-1%
COc1ccc(C/C(C)=N/NC(=O)c2ccncc2)cc1,i,-3%,-10%,-20%,-1%,?,0%,7,0%
O=C(CCc1ccccc1)NNC(=O)Nc1ccc(F)c(Cl)c1,i,17%,-7%,5%,.,-4%,0%,11,8%
CCc1cc(C(=O)N2CCN(S(=O)(=O)c3ccccc3F)CC2)sc1C,i,-9%,-2%,-24%,-18%,6%,-5%[9.24 µM],-3,11%
CCOC(=O)C1=C(C)NC(=S)NC1C (configuration not stated),i,7%,2%,-3%,10%,0%,1%,10,1%
COc1ccc(NC(=O)c2ccc(N3C(=O)C4CC=C(C)CC4C3=O)cc2)c(OC)c1 (configuration not stated),i,3%,0%,.,0%,2%,-15%,-19,1%
CN(C(=O)CSc1nnc(Cc2cccc3ccccc23)n1N)C1CCS(=O)(=O)C1 (configuration not stated),i,2%,11%,13%,2%,-11%,8%,0,-38%
C[C@H](O)[C@@H]1C(=O)N2CCc3c([nH]c4ccccc34)[C@@H]2C[C@@H]1N(C)Cc1ccc(Cl)cc1,i,-15%,0%,-11%,-4%,.,0%,-25,.
Cc1ccc(CCNC(=O)C(C)n2nc(C)c3c(C)n(-c4ccccc4)nc3c2=O)cc1 (configuration not stated),i,-18%,-5%,-19%,-3%,0%,-4%,0,0%
OCC[C@H]1C[C@H](O)[C@@H](O)[C@@]2(OCc3ccccc32)O1,i,-6%,4%,3%,2%,-10%,-5%,17,-6%
Cc1ccc(S(=O)(=O)N2CCN(C(=O)CSc3nnc(C)s3)C2)cc1,i,3%,-3%,5%,6%,7%,-5%,9,-1%
CC1(C)CC(=O)c2c(-c3cccnc3)n[nH]c2C1,i,16%,-2%,11%,1%,4%,-1%,-16,0%
CN(C[C@H](Cc1ccccc1)N(C[C@@H](CC1CCCCC1)N(CCc1ccccc1)N=O)N=O)N=O,i,3%,8%,2%,5%,?,12%,28,13%

# Part of the list above, with two lines to a compound.
# The line under a structure holds: S2 tox | HepG2 viability | HT1080 IDH1KD tx | ATXN2 expr inh | KB-3-1 tox | MCF10A rerep | HT1080NT lethal | IL-1B inflam inh | SW480 rereplic
Cc1cccc(NC(=O)c2cc(NC(=O)C3CCCCC3C(=O)O)ccc2Cl)n1 (configuration not stated)
 : i | -12% | 1% | -9% | 1% | 2% | 0% | 33 | -6%
O=C(O)CSCc1c(F)cccc1Cl
 : i | 12% | -3% | 0% | -25% | -5% | 16% | 5 | -4%
COc1ccc(-c2cc3ccc(OC(C)C(=O)O)cc3oc2=O)cc1 (configuration not stated)
 : . | -41% | -1% | -32% | 19% | ? | 3% | 23 | -1%
COc1ccc(C/C(C)=N/NC(=O)c2ccncc2)cc1
 : i | -3% | -10% | -20% | -1% | ? | 0% | 7 | 0%
O=C(CCc1ccccc1)NNC(=O)Nc1ccc(F)c(Cl)c1
 : i | 17% | -7% | 5% | . | -4% | 0% | 11 | 8%
CCc1cc(C(=O)N2CCN(S(=O)(=O)c3ccccc3F)CC2)sc1C
 : i | -9% | -2% | -24% | -18% | 6% | -5%[9.24 µM] | -3 | 11%
CCOC(=O)C1=C(C)NC(=S)NC1C (configuration not stated)
 : i | 7% | 2% | -3% | 10% | 0% | 1% | 10 | 1%
COc1ccc(NC(=O)c2ccc(N3C(=O)C4CC=C(C)CC4C3=O)cc2)c(OC)c1 (configuration not stated)
 : i | 3% | 0% | . | 0% | 2% | -15% | -19 | 1%
CN(C(=O)CSc1nnc(Cc2cccc3ccccc23)n1N)C1CCS(=O)(=O)C1 (configuration not stated)
 : i | 2% | 11% | 13% | 2% | -11% | 8% | 0 | -38%

# The listing continues:
SMILES,S2 tox,HepG2 viability,HT1080 IDH1KD tx,ATXN2 expr inh,KB-3-1 tox,MCF10A rerep,HT1080NT lethal,IL-1B inflam inh,SW480 rereplic
O=C(O)c1cccc(Nc2nc(-c3ccc([N+](=O)[O-])cc3)nc3ccccc23)c1,i,7%,1%,9%,19%,10%,0%,34,-15%
O=C(NCc1ccccc1)c1csc(-c2cccnc2)n1,i,-2%,-13%,-5%,0%,6%,-13%,?,-2%
O=C(CC1S/C(=N\S(=O)(=O)c2ccc(F)cc2)N(c2ccccc2)C1=O)Nc1ccccc1 (configuration not stated),i,-10%,4%,-7%,8%,11%,2%,8,-5%
COc1cccc(N(C(=O)c2ccco2)C(C(=O)NC2CCCC2)c2ccc(N(C)C)cc2)c1 (configuration not stated),?,-16%,1%,7%,-1%,22%,0%,-4,15%
CC1(OC(=O)c2ccco2)C(=O)C=C2C=C(C3CC3)OC=C2C1=O (configuration not stated),i,0%,-4%,-14%,2%,-4%,-6%,12,2%
CCCC(=O)Nc1cccc(-c2nc3ccccc3o2)c1,i,-2%,9%,0%,-2%,1%,12%,34,1%
O=c1[nH]c2c(n(C3CCCCC3)c1=O)CCC2,i,9%,17%,-8%,-2%,0%,10%,19,-5%
Cc1cc(=O)nc2c3ccccc3n(CC(=O)NC3CCCCC3)n12,i,1%,-1%,.,-2%,-2%,-2%,28,-3%
Cc1ccc(Cn2nc(C)c(C(=O)NCC(c3ccc(F)cc3)N3CCOCC3)c2Cl)cc1 (configuration not stated),i,-37%,0%,.,-8%,-5%,-3%,-17,-8%
Cc1cc(N2CCN(c3ncccn3)CC2)nc2c(C)cccc12,i,-28%,-12%,-6%,2%,?,-22%,40,2%
Cc1ccc(C(=O)N/C(=C\c2cn(C)c3ccccc23)C(=O)N2CCOCC2)cc1,i,-5%,13%,2%,0%,9%,10%,35,-18%
COC(=O)c1ccc2c(=O)n(NC(=O)C(c3ccccc3)c3ccccc3)c(=S)[nH]c2c1,i,-10%,-11%,?,0%,10%,0%[9.24 µM],-10,-3%
O=C(NC(=S)Nc1ccccc1N1CCCC1)c1ccccc1[N+](=O)[O-],i,-22%,-1%,3%,-13%,13%,-5%,19,2%
Cc1nc(C(F)(F)F)ccc1C(=O)N1CCCC(C)(C(=O)O)C1 (configuration not stated),i,-8%,22%,-1%,0%,.,3%,1,.
Cc1ccc(C(=O)Nc2ccc(C)c(S(=O)(=O)N3CCOCC3)c2)c(C)c1,i,8%,0%,-12%,4%,4%,-3%,4,-1%
N#Cc1cc2c(nc1SCC(N)=O)CCCCC2,i,4%,-1%,41%[activator],-13%,-3%,-1%,18,0%
Cc1cc(C)cc(CN2C(=O)NC3(CCCCCC3)C2=O)c1,i,0%,-12%,12%,1%,?,-24%,32,2%
CC(C)CN(CC(C)C)S(=O)(=O)N1CCC(C(=O)NCc2cccnc2)CC1,?,1%,-1%,.,19%,0%,3%,1,-67%[inhibitor]
O=C(c1cc(-c2ccccc2)on1)N1CCN(C(=O)c2ccco2)CC1,i,5%,5%,32%,2%,-8%,0%,-4,1%
CC(C)N(CCCNC(=O)C1CCC(CNS(=O)(=O)c2ccccc2)CC1)Cc1ccccc1 (configuration not stated),i,-1%,-13%,-7%,4%,?,2%,17,2%
CCCCc1ccc(NC(=O)C(C)CC)cc1 (configuration not stated),i,-21%,5%,1%[11.3 µM],14%,1%,9%,?,10%
CC(C)COc1ccc(C(=O)OC2CC(C)(C)OCC2CN(C)C)cc1 (configuration not stated),i,-39%,?,-10%,?,19%,?,?,?
COc1cc(-c2nnc3n2N=C(c2ccccc2)CS3)cc(OC)c1OC,i,-16%,1.2µM*,74%[activator],?,?,2.1µM*,17,?
CCCn1c(CC)nc([N+](=O)[O-])c1Sc1ncn[nH]1,i,-29%,-10%,.,-24%,.,-13%,0,.
Cc1ccccc1CNC(=O)C(=O)NCC1CCCN1S(=O)(=O)c1ccccc1 (configuration not stated),i,12%,4%,-5%,-12%,3%,0%,-5,-4%
O=C(CN1C(=O)C2CCCCN2c2ccc(C(=O)N3CCCC3)cc21)NCc1ccccc1 (configuration not stated),i,-18%,.,-4%,-1%,.,.,.,.
C=CCn1c(COc2ccc(OC)cc2)nnc1SCn1nnc2ccccc2c1=O,i,0%,-1%,3%,12%,-67%[inhibitor],-7%,4,-30%[inhibitor]
NS(=O)(=O)OCC(Cc1ccccc1)N1C(=O)c2ccccc2C1=O (configuration not stated),i,6%,3%,6%,15%,-7%,-2%,14,5%
COc1ccc(N2CCN(C(=O)C3CCCN(S(=O)(=O)c4ccc(C)cc4)C3)CC2)cc1 (configuration not stated),i,-7%,7%,-21%,-17%,6%,2%,-2,-4%
CC(C)OC(=O)/C(=C\C=C\c1ccccc1)NC(=O)c1ccccc1,?,3%,5%,-12%,2%,-21%,5%,-22,-16%
O=C(O)c1ccc(Oc2nc3ccccc3s2)cc1,?,-24%,-7%,6%,-3%,21%,-9%,-1,2%
CC1(C)OC(c2ccccc2)=C/C(=C\C=N\NC(=O)c2ccncc2)O1,?,-179%,?,?,4%,-11%,?,18,-18%

# Screens as filed in PubChem BioAssay.
